# Screens (PubChem BioAssay)
# TMEM16A inh: inhibitors of mouse TMEM16A calcium-activated chloride channel; HEK293 TMEM16A/YFP iodide influx fluorescence, ionomycin; 1.2% of 310,000 active; normalized B-score (activity score, 25-100; higher = stronger inhibition) at 10 µM; Q8BHY3;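 active = ratio plate-corrected score three or more library SD toward inhibition, starting fluorescence score within five deviations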;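 note: score derived from kinetic fluorescence span divided by baseline fluorescence per well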
# HDAC3 inhib: human HDAC3 inhibition; inhibition, % at 8.3 µM; 0.15% of 320,000 active; recombinant HDAC3, fluorogenic peptide/trypsin coupled, fluorescence; AID 2718; O15379; in the data active = inhibition above about 26%, passing the limit was not always enough; inconclusive = no clear call, values can overlap the other calls
# Target sequence (O15379 whole entry, looked up): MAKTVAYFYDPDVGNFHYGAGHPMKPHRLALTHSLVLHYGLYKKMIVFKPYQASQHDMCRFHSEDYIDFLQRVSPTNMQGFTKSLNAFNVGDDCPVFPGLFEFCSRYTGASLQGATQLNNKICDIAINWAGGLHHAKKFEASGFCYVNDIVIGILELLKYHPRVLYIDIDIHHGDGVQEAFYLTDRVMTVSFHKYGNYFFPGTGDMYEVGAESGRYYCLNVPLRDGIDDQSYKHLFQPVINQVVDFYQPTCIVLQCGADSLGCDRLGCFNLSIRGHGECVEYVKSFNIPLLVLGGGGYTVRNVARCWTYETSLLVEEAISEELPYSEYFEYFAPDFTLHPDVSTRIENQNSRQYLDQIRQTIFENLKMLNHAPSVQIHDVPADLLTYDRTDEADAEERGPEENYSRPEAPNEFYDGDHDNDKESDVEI
# DYRK1A inh: inhibitors of rat Dyrk1A kinase; Q63470; ADP-Glo luminescence, NFATc1 peptide; inhibition, % at 12.5 µM; 0.43% of 310,000 active; in the data active = inhibition above about 50%;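 note: plate controls were vehicle with enzyme for no effect and no enzyme for full effect; many of its hits are not listed in these tables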
# KCNQ1 pot: potentiates or activates the human KCNQ1 potassium channel; CHO-K1 KCNQ1, thallium flux FluxOR fluorescence; active compounds read high; 0.35% of 310,000 active; B-score at 10 µM; AID 2648;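 active = fluorescence ratio B-score, a plate-corrected score, at least three library SD, with initial intensity B-score within 5 SD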
# Target sequence (P51787 whole entry, looked up): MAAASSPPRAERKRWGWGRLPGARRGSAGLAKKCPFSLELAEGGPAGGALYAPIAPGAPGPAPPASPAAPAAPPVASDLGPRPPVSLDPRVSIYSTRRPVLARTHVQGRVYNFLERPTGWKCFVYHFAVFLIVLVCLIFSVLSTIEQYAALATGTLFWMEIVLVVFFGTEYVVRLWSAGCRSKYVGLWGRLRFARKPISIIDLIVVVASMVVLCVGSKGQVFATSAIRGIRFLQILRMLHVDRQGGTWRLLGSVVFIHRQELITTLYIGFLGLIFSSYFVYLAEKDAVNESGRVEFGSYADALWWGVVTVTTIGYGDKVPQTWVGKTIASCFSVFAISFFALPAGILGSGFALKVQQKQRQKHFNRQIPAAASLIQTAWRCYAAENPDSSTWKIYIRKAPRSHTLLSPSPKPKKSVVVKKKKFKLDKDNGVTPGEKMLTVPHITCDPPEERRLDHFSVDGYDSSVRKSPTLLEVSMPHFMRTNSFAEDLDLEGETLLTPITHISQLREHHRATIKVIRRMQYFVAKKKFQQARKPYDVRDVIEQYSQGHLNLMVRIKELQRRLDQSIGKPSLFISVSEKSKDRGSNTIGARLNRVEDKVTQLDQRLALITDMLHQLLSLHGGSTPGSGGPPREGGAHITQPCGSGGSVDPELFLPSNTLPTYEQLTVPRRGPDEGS
#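 System: Stable KCNQ1 CHO-K1 line | Incubation: 90 min dye loading and 20 min compound exposure, both at room temperature | Measure: Ratio B score | Medium: Assay buffer for compound exposure, DMSO matched across wells | Compound dosing: Single-concentration screen | Probe or stimulus: K+/Tl+ depolarizing stimulus | Measured by: Kinetic FluxOR fluorescence, 10 s baseline plus 110 s post-stimulus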
# hERG rescue: compounds protecting human hERG from proarrhythmic drug block. Q12809. 0.51% of 310,000 active. activation (rescue from dofetilide block), less the hit threshold, % at 10 µM. CHO-hERG, FluxOR thallium flux, dofetilide IC70 present;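 active = activation above the mean of controls blocked by dofetilide plus 5 SD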;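 note: thallium influx through hERG after potassium depolarization seen as dye fluorescence rise; in these data hits start at about 4.7%; inactives centre near -7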
# TRPC4 agonist: TRPC4 (mouse) channel activation; Q9QUQ5; HEK293 TRPC4beta/mu-opioid, Fluo4 calcium fluorescence; active compounds read high; B-score at 10 µM; 0.49% of 310,000 active; AID 2237;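 active = B-score above 5 SD of library B-scores, and initial fluorescence ratio not above library mean plus 5 SD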;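 note: positive B-score marks a calcium rise read as TRPC4 activation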
#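 Assay system: HEK293 stable line with TRPC4beta plus mu-opioid receptor. Times: dye 45 min RT, read 110 s. Measured by: kinetic Fluo4 calcium fluorescence. Measure: B score of integrated ratio. Controls: assay buffer as low control, maximal DAMGO as high control.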
# TRPC4 potent: allosteric potentiators of mouse TRPC4 channel. Q9QUQ5. HEK293 TRPC4beta/mu-opioid, DAMGO EC20, Fluo-4 Ca2+ flux; active compounds read high. B-score at 10 µM. 0.42% of 310,000 active. AID 2227;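 active = B-score of calcium response area above 5 SD of library B-scores, with initial fluorescence ratio within 5 SD of library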;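 note: B-score of integrated fluorescence ratio over time as area under calcium response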
# KCNK3 block: human KCNK3 channel inhibition, primary screen; O14649; CHO-KCNK3 thallium flux, FluxOR fluorescence; active compounds read low; B-score at 10 µM; 0.84% of 340,000 active; AID 602410;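 active = B-score under library mean minus 4 SD, starting fluorescence ratio at most library mean plus 5 SD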;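 note: more negative B-score means stronger inhibition of thallium flux through KCNK3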
# KCNK9 block: blocks the human KCNK9 two-pore domain potassium channel | HEK293 KCNK9, FluxOR thallium flux fluorescence; active compounds read low | B-score at 10 µM | 1.2% of 310,000 active;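 active = ratio B-score over 3 SD below the library mean, with starting fluorescence within 5 SD of its mean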;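 note: negative B-score means less thallium flux so channel inhibition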
# KCNQ1 inh: human KCNQ1 channel inhibition. P51787. CHO-K1 KCNQ1, FluxOR thallium flux fluorescence; active compounds read high. B-score at 10 µM. 1.3% of 310,000 active;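 active = compounds whose thallium flux B-score, printed positive for inhibition, exceeds three library SD while starting fluorescence stays within three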;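 note: channel opened by potassium depolarization with thallium stimulus after 20 min compound exposure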
# TMEM16A act: activates or potentiates the mouse TMEM16A chloride channel. Q8BHY3. HEK293 TMEM16A/YFP-H148Q/I152L, iodide quench fluorescence; active compounds read low. B-score at 10 µM. 0.3% of 340,000 active;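 active = fluorescence-ratio B-score plate-corrected deviation score at least 3 library SD below zero, with starting fluorescence score within 5 deviations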;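 note: channel opened by trigger with iodide after compound preincubation; score built on the fluorescence ratio of max minus min over baseline; more negative score means more quench and so TMEM16A activation or potentiation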
# Active calls of the source: *; i = inactive; ? = inconclusive; . = not tested or not shown.
SMILES,TMEM16A inh,HDAC3 inhib,DYRK1A inh,KCNQ1 pot,hERG rescue,TRPC4 agonist,TRPC4 potent,KCNK3 block,KCNK9 block,KCNQ1 inh,TMEM16A act
CC(=O)N1CCN(S(=O)(=O)c2cccc(C(=O)Nc3nc4c(s3)CCCC4)c2)CC1,i,-0.7,7.0,i,-9.9,i,i,i,i,i,i
O=C(NN=C(Cc1ccccc1)Cc1ccccc1)c1ccccc1O,i,-23.9,-2.5,i,-7.1,i,i,i,i,i,i
CCCCc1ncc(CN2CCC(n3nccc3NC(=O)c3ccccc3Cl)CC2)[nH]1,i,1.5,5.6,i,-7.9,i,i,i,i,i,i
Cc1cc(Nc2cccc([N+](=O)[O-])c2)n2c(nc3ccccc32)c1C#N,i,-0.8,-1.0,i,-7.2,i,i,i,i,i,i
Cc1ccc2nc(NC(=O)c3ccc(Br)o3)sc2c1,i,1.3,-8.1,i,1.2,i,i,i,i,i,i
OCC[C@H]1C[C@H](O)[C@@H](O)[C@]2(Cc3ccccc3O2)O1,i,-1.7,-0.9,.,.,.,.,i,.,.,i
O=C(COC(=O)c1cc(-c2cccc(Br)c2)nc2ccccc12)NCC1CCCO1 (stereo not drawn),i,-0.4,1.3,i,-6.2,i,i,i,i,i,i
Cc1ccccc1NC(=S)N/N=C1\CC(C)(C)Oc2ccc(O)cc21,i,1.3,13.4,i,-5.8,i,i,i,i,i,i
CC1CCN(CCc2nc3cc(NS(=O)(=O)c4ccccc4)ccc3n2C)CC1,i,-7.3,-0.2,i,-8.3,i,i,i,i,i,i
CCN(CC)P(=O)(Nc1ccc(C)cc1Br)c1ccc(N(C)C)cc1NC(=O)c1ccco1 (stereo not drawn),i,5.8,1.0,i,-17.3,i,i,i,i,7*,i
COC(=O)c1ccc(NC(=S)N2CCN(C)CC2)cc1,i,?,10.8,i,-16.0,i,i,i,i,i,i
COc1ccccc1NC(=O)CN1CCC(c2nc3ccc(C)cc3[nH]2)CC1,i,3.0,2.9,i,-6.7,i,i,i,i,i,i
Cc1[nH]c2ccccc2c1C1(O)C(=O)N(Cc2ccc3c(c2)OCO3)c2ccccc21 (stereo not drawn),i,-0.9,-2.5,i,-9.1,i,i,i,i,i,i
C=CCNc1cnn(CC(C)=O)c(=O)c1Br,i,6.5,5.4,i,-2.2,i,i,i,i,i,i
Oc1cc(-c2ccccc2)c2ccccc2c1,i,-0.3,34.5,i,-16.7,i,i,i,-10.6*,8*,i
COC(=O)/C(C#N)=C/c1c(N2CCN(c3ccc(OC)cc3)CC2)nc2c(C)cccn2c1=O,i,-8.3,3.5,i,-2.0,i,i,i,i,i,i
Cc1ccc(-n2cc(C(=O)c3ccc(N4CCN(C)CC4)cc3)nn2)cc1Cl,i,6.4,-2.0,i,-19.4,i,i,i,i,i,i
CCN(CC)c1ccc(C(=O)OCC(=O)N2CCCC2)cc1,i,6.6,-1.3,i,-7.3,i,i,i,i,i,i
OCCC1CN(C2CCN(c3ccccc3)CC2)CCN1Cc1ccc(F)c(F)c1 (stereo not drawn),i,-12.9,-8.8,i,-15.5,i,i,i,i,i,i
Cn1nnnc1SCc1nnc(-c2ccccc2Br)o1,i,4.7,16.7,i,-7.4,i,i,i,i,i,i
Cn1c(/C=C/c2cccc([N+](=O)[O-])c2)nc2ccccc2c1=O,i,0.6,2.6,i,-9.4,i,i,i,i,i,i
COc1ccc(NC(=O)CCNS(=O)(=O)c2ccccc2F)cc1S(N)(=O)=O,i,5.4,-1.1,i,-4.8,i,i,i,i,i,i
COc1cccc(NC(=O)CN(C)S(=O)(=O)c2ccc3[nH]c(=O)oc3c2)c1,i,2.0,2.5,i,-9.8,i,i,i,i,i,i
CC(=O)CSc1nnc(Cc2ccc([N+](=O)[O-])cc2)o1,i,27.9*,2.5,i,0.1,i,i,i,i,i,i
Cc1cc(C(=O)N(CCC#N)Cc2cccs2)no1,i,3.3,-5.0,i,-3.3,i,i,i,i,i,i
CCc1ccc(NC(=O)c2cc(-c3ccco3)on2)cc1,i,-10.5,4.3,i,-3.8,i,i,i,i,i,i
CCCc1ccc(OCCNC(=O)C2CCCCC2)cc1,i,0.3,-5.0,i,-14.3,i,i,i,i,i,i
Cc1cc(C)nc(SCCCNCc2ccccc2)n1,i,-2.3,-1.4,i,-6.8,i,i,i,i,i,i
COc1ccc(CCNc2oc(COc3ccccc3Cl)nc2C#N)cc1OC,i,-1.0,-2.5,i,-20.3,i,i,i,i,i,i
COCc1cc(=O)[nH]c(N2CCN(C(=O)c3ccco3)CC2)n1,i,8.4,-1.7,i,-2.4,i,i,i,i,i,i
Cc1nn(Cc2ccccc2Cl)c2sc(C(=O)Nc3nccs3)cc12,i,-4.6,0.0,i,-5.2,i,i,i,i,i,i
Brc1ccc(CN2CCSCC2)cc1,i,0.0,2.7,i,-0.1,i,i,i,i,i,i
C=CCN(C(=O)c1csnn1)C(C(=O)NCc1ccccc1)c1ccccc1F (stereo not drawn),i,0.9,1.4,i,-11.7,i,i,i,i,i,i
C=CCn1c(SCCOC)nc2c1c(=O)[nH]c(=O)n2C,i,.,-0.8,i,-14.2,i,i,i,i,i,i
CCOc1ccc(/C=N/NC(=O)C2CC2)cc1OC,i,8.4,-2.7,i,-12.0,i,i,i,i,i,i
C=CCn1c(SCC(=O)/C(C#N)=C(\C)N)nnc1C1CCCCC1,i,1.4,4.9,i,-4.1,i,i,i,i,i,i
CCN(C(=O)CCN1C(=O)/C(=C/c2ccccc2)SC1=S)C1CCS(=O)(=O)C1 (stereo not drawn),i,1.2,-5.0,i,-9.6,i,i,i,i,i,i
O=C(NCCC(=O)N(CCc1ccccc1)Cc1ccccc1)c1ccc(Br)cc1,i,0.7,-0.1,i,-9.1,i,i,i,i,i,i
Cc1ccc(CNc2ncnc3c2cnn3-c2ccccc2)cc1,i,-7.9,-2.7,i,-9.4,i,i,i,i,i,i
COC(=O)CSc1nnc(CNC(=O)c2ccc(OC)cc2OC)n1C,i,6.3,-4.6,i,-9.7,i,i,i,i,i,i
CCC1=[N+](CC(=O)c2ccc(C)cc2)CCn2c(C)ccc21,i,4.4,3.1,i,-7.5,i,i,i,i,i,i
O=C(c1cc(-c2ccccc2)nn1-c1ccccc1)N1CCN(S(=O)(=O)c2c(F)cccc2F)CC1,i,-1.6,-3.4,i,-7.3,i,i,i,i,i,i
Cc1ccc(OCC(O)Cn2nc(C)cc2C)cc1 (stereo not drawn),i,5.8,-4.3,i,-6.9,i,i,i,i,i,i
CC(C)Cn1c2c(c(O)c(C(=O)Nc3ccc(F)cc3)c1=O)CCCC2,i,-2.4,6.3,i,-6.9,i,i,i,i,i,i
O=C(c1cccc2ccccc12)N1CCN=C1SCc1ccc([N+](=O)[O-])cc1,i,11.1,-3.4,i,-4.4,i,i,i,i,i,i
CCCN(CCC)C(=S)NC1CC2C=CC1C2 (stereo not drawn),i,3.2,.,i,-16.1,i,i,i,i,i,i
Cc1sc2nc(C3CC3)nc(NCCNS(=O)(=O)c3ccccc3)c2c1C,i,1.2,5.9,i,-16.7,i,i,i,i,i,i
Cc1ccc2c(CN3CCOCC3)cc(=O)oc2c1,i,2.0,.,i,-3.7,i,i,.,i,i,.
O=C(NCC(=O)N(CC1CCCO1)C(C(=O)NC1CCCC1)c1cccnc1)c1ccco1 (stereo not drawn),i,0.3,-6.5,i,-5.1,i,i,i,i,i,i
CCOc1cc(NC(=O)c2ccccn2)c(OCC)cc1NC(=O)c1ccccc1,i,-8.0,-2.2,i,-8.9,i,i,i,i,i,i
CN(C)C(CNC(=O)C1CCN(S(=O)(=O)c2cccc(Cl)c2Cl)CC1)c1ccccc1 (stereo not drawn),i,1.1,3.0,i,-3.0,i,i,i,i,i,i
CCCCC1=CC2=CC(=O)C(C)(OC(=O)CC)C(=O)C2=CN1CC(C)C (stereo not drawn),i,-4.9,3.0,i,-15.2,i,i,i,i,i,i
NS(=O)(=O)c1ccc(NC2(C(=O)O)CCCC2)cc1,i,5.4,-2.6,i,-10.9,i,i,i,i,i,i
N#C/C(=C\c1ccc[nH]1)C(=O)Nc1ccccc1F,i,3.4,2.6,i,-11.6,i,i,i,i,i,i
COc1ccc(C2=NS(=O)(=O)N(C)C(C(=O)Nc3ccc4c(c3)OCO4)=C2)cc1,i,5.3,0.6,.,.,.,.,i,.,.,i
CCOC(=O)C1(CC2CCCCO2)CCN(Cc2nc(C(C)C)cs2)CC1 (stereo not drawn),i,5.1,-5.2,i,-12.8,i,i,i,i,i,i
COc1ccc2oc(=O)c(C(=O)N3CCN(c4ccccc4C)CC3)cc2c1,i,5.3,11.0,i,-2.0,i,i,i,i,i,i
Cc1ccc(-n2ccnc2SCC(=O)O)cc1C,i,-1.5,-5.9,i,-9.0,i,i,i,i,i,i
CCC(=O)NC(=S)Nc1cccc(Cl)c1N1CCCCC1,i,0.8,-7.9,i,-8.5,i,i,i,i,i,i
CN(Cc1ccccc1)C(=O)CSc1cc(=O)n(C)c2ccccc12,i,-4.7,3.1,i,-4.4,i,i,i,i,i,i
# Following part.
SMILES,TMEM16A inh,HDAC3 inhib,DYRK1A inh,KCNQ1 pot,hERG rescue,TRPC4 agonist,TRPC4 potent,KCNK3 block,KCNK9 block,KCNQ1 inh,TMEM16A act
C/C(=N\NC(=S)NC(C)C)c1ccc(Cl)s1,i,-0.4,3.1,i,-0.1,i,i,i,i,i,i
COc1cccc(OCC(=O)Nc2ccc(OC)c(OC)c2)c1,i,-5.7,6.1,i,3.6,i,i,i,i,i,i
O=C(/C=C/c1ccccc1)OCCCN=C1NS(=O)(=O)c2ccccc21,i,0.2,1.8,i,-7.2,i,i,i,i,i,i
CC(=O)Nc1c2c(nn1-c1ccccc1C)CS(=O)(=O)C2,i,4.8,.,i,-5.5,i,i,i,i,i,i
N#C/C(=C(\O)C(F)(F)F)c1nnc2n1CCCCC2,i,1.7,-0.4,i,-11.2,i,i,i,i,i,i
NC(=O)CSc1nnc2sc3ccccc3n12,i,-1.9,8.0,i,-4.8,i,i,i,i,i,i
COCCn1c(=S)[nH]c2cc(C(=O)N3CCN(c4ccc(F)cc4)CC3)ccc2c1=O,i,-8.6,-1.6,i,-6.7,i,i,i,i,i,i
COc1cc(NS(=O)(=O)c2ccc(NC(=O)/C=C/c3cccc([N+](=O)[O-])c3)cc2)ncn1,i,2.1,-5.1,i,-7.0,i,i,i,i,i,i
Oc1ccccc1C1=NCCNC(C(F)(F)F)=C1,i,?,-4.7,i,-11.0,i,i,i,i,i,i
O=C(NC1CCC(O)CC1)c1ccc(-c2ccc(Cl)cc2)o1 (stereo not drawn),i,-7.2,8.2,i,-7.9,i,i,i,i,i,i

# A portion of the library (hit frequency here may not be typical).
